Vif-A3F inh: Vif-A3F binding inhibition. 0.2% of 390,000 active. HeLa A3F-eYFP + Vif (tagged APOBEC3F with the HIV-1 protein that degrades it), YFP fluorescence increase. Potency, µM (titrated, usually from 46.1 µM), for inactives: at the highest dose activity, negative = active; further: % of control where 0% means no effect; nearly all actives have a fitted effect of over 65% in size
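HeLa cells stably expressing Vif plus C-terminally eYFP-tagged A3F were seeded, incubated overnight at 37 deg C, dosed with compound, incubated overnight again at 37 deg C. Yellow fluorescence (Ex 488/Em 500-530) reported blocked Vif-mediated A3F-eYFP degradation.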
Vif-APOBEC3G blk: Vif-A3G binding inhibition | Q9HC16 | HeLa A3G-eYFP + Vif (tagged APOBEC3G with the HIV-1 protein that degrades it), YFP fluorescence, overnight | Potency, µM (highest dose often 46.1 µM), for inactives: at the top dose activity, negative = active, usual class: inhibitors | 0.076% of 410,000 active | AID 602310;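 further: on the % scale 0 is the no-effect control and ±100 the full control effect; nearly all actives have a fitted effect of over 60% in size; hits raise eYFP signal because A3G escapes Vif-driven loss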
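Read-out is eYFP fluorescence (Ex 488/Em 500-530) from Vif-expressing HeLa A3G-eYFP cells; more signal means A3G escaped Vif-mediated degradation. Cells plated overnight, compound pinned in, incubated overnight at 37 deg C.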
rTrxR1 inhibitor: rat TrxR1 inhibition. O89049. recombinant rTrxR1, NADPH fluorescence consumption, selenite substrate. AID 588453. 1% of 390,000 active. Potency, µM (highest dose often 114 µM), without a hit: at the top dose activity change, negative = inhibition, usual class: inhibitors; further: on the % scale 0 is the no-effect control and ±100 the full control effect; nearly all actives have a fitted effect of over 65% in size
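Rat TrxR1 (90 nM in the dispensed reagent) was pre-reduced with 400 uM NADPH for 5 min at room temperature, then incubated with compound for 15 min. After 400 uM selenite was added, NADPH fluorescence (Ex 340/Em 450 nm) was followed for 8 min.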
RGS4 inh: blocks human RGS4-accelerated GTP hydrolysis | Transcreener GDP fluorescence polarization, RGS4-accelerated GTP hydrolysis | AID 504845 | Potency, µM (highest dose often 114 µM), for the others: top-dose activity change, negative = inhibition, usual class: inhibitors | 0.039% of 390,000 active; further: on the % scale 0 is the no-effect control and ±100 the full control effect; nearly all actives have a fitted effect of over 75% in size; some results filed as inactive show a strong effect at the top dose
Target sequence (P49798 whole entry, looked up): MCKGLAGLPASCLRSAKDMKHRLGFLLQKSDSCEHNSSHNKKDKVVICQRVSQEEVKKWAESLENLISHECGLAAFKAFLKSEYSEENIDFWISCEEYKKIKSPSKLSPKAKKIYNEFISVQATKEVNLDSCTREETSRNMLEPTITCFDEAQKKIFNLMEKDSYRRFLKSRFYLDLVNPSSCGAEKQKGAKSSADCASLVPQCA
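MLSMR compounds (23 nl, pin-transferred) preincubated 10 min at room temperature with a 500nM (2x) first reagent, then RGS4 at 900nM (2x) plus Transcreener GDP mix added; fluorescence polarization (620/688 nm) read before and after 90 min at 30 °C.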
RXFP1 ag: agonists of human relaxin receptor RXFP1; Q9HBX9; HEK293T-RXFP1 cAMP TR-FRET, 30 min; response scale: percent of porcine relaxin response, buffer zero; Potency, µM (series often up to 57.5 µM), without a hit: at the highest dose activation, hits mostly activators; 0.3% of 370,000 active; AID 2676; further: on the % scale 0 is the no-effect control and ±100 the full control effect; nearly all actives have a fitted effect of over 60% in size; many of its hits are not listed in these tables
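cAMP rise read by TR-FRET after 30 min, 37C compound exposure (up to 58 uM) in RXFP1-transfected HEK293 cells with Ro 20174 present. EC50 from Hill-equation fits, with 29 nM porcine relaxin as 100% and buffer as basal.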
TrxR1 substrate: is turned over as a substrate by rat TrxR1; O89049; purified TrxR1 substrate turnover, NADPH consumption readout; Potency, µM (series often up to 114 µM), for the others: top-dose activity change, negative = substrate turnover; 0.01% of 390,000 active; AID 588456; further: on the % scale 0 is the no-effect control and ±100 the full control effect; nearly all actives have a fitted effect of over 50% in size
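Rat TrxR1, dispensed at 90 nM, was prereduced with 400 uM NADPH (final) for 5 min at ~22 deg C, then incubated with compound 15 min before 400 uM selenite. A first-read NADPH fluorescence drop versus no-compound background flagged substrates.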
12-LOX inh: blocks human arachidonate 12S-lipoxygenase. P18054. purified 12hLO, xylenol orange hydroperoxide absorbance. Potency, µM (series often up to 108 µM), without a hit: at the highest dose activity change, negative = inhibition, most hits filed as inhibitors. 1.1% of 580,000 active. AID 1671190; further: on the % scale 0 is the no-effect control and ±100 the full control effect
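Purified human 12hLO (150 nM final) in 25 mM Hepes, 0.01% Triton X-100, pH 7.0 was preincubated 15 min at room temperature with compound. Then 40 uM arachidonic acid was added, 30 min. Hydroperoxide was read by Fe-XO absorbance ratio 573/405 nm.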
IDH1 R132H inh: blocks human mutant IDH1 R132H enzyme. O75874. IDH1-R132H enzyme, NADPH consumption, diaphorase/resazurin fluorescence. Potency, µM (series often up to 76.6 µM), inactives show top-dose activity change, negative = inhibition, usual class: inhibitors. 0.093% of 390,000 active; further: on the % scale 0 is the no-effect control and ±100 the full control effect; nearly all actives have a fitted effect of over 65% in size
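IDH1-R132H (0.5 ug/mL) preincubated 30 min with compound, then NADPH (0.016 mM) and alpha-KG (2 mM) added; 80 min at RT, pH 7.5. Remaining NADPH coupled via diaphorase/resazurin to fluorescence (540/590 nm); concentration-response curves normalized to no-enzyme control.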
USP1 inh: blocks the human USP1/UAF1 deubiquitinase complex | O94782 | recombinant USP1/UAF1, Ub-Rhodamine cleavage fluorescence | Potency, µM (highest dose often 57.1 µM), inactives show at the highest dose activity change, negative = inhibition, hits mostly inhibitors | 0.23% of 390,000 active | AID 743255; further: on the % scale 0 is the no-effect control and ±100 the full control effect; nearly all actives have a fitted effect of over 60% in size; inactives centre near -12
Target sequence (O94782 whole entry, looked up): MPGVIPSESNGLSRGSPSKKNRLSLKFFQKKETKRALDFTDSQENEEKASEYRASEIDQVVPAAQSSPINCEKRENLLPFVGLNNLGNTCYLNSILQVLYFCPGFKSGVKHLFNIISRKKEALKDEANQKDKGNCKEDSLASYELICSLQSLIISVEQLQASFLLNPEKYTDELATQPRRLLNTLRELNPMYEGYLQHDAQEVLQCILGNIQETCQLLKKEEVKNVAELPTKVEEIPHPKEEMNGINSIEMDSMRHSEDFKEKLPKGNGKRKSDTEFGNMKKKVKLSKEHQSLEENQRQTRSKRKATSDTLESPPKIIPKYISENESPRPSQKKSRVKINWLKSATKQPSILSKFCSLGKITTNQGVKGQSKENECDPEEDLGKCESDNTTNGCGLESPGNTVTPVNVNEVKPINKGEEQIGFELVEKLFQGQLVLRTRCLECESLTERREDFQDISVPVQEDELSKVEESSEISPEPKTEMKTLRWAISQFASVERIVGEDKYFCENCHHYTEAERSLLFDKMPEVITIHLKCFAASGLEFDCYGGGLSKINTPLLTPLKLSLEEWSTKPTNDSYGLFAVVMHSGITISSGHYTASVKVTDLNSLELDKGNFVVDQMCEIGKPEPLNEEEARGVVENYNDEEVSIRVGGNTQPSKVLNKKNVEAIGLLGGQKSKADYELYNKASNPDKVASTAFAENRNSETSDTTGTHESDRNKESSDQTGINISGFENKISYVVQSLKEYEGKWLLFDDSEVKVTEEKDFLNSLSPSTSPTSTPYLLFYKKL
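USP1/UAF1 complex (1 nM) preincubated 15 min at room temperature with compound, then Ub-Rho substrate (150 nM final) added. Kinetic fluorescence at 480/540 nm over 6 reads at 60 s intervals; 50 mM HEPES pH 7.8, 0.5 mM EDTA, 0.1 mg/ml BSA, 1 mM TCEP, 0.01% Tween-20.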
The depositor's hits bear a star; ? = inconclusive; · = not tested or not shown; & = joins results of further samples; [ ] = dose if it differs, or a comment. The call rests on the fitted dose curve; in most records, active means well fitted curve in the direction sought with a large enough effect; inconclusive means small, poorly fitted or top-dose-only effect, or another doubt; inactive means no such curve, though single readings can be large; an effect the other way counts as inactive or inconclusive. Potency means the concentration at half of the fitted maximal effect.

Results follow in this order: Vif-A3F inh, rTrxR1 inhibitor, RXFP1 ag, 12-LOX inh, Vif-APOBEC3G blk, TrxR1 substrate, USP1 inh, RGS4 inh, IDH1 R132H inh
> O=C(COC(=O)c1ccc2ncsc2c1)NCc1ccc(Cl)cc1
    -4%, 13%, 0.5%, ?, 1%, -5%, -15%, -27%, 0%
> CCOc1ccccc1N(C)S(=O)(=O)c1ccc2c(c1)CCN2C(=O)CCC(=O)O
    -3%, 5%, -1.4%, 0%, -2%, 0%, -10%, -2%, 2%
> Cc1ccc(/C=C/C(=O)c2nc3ccccc3[nH]2)cc1
    -12%, -14%, 1.5%, 0%, ?, -7%, -9%, -13%, 3%
> CCN(C(=O)CSc1n[nH]c(-c2cccs2)n1)C1CCS(=O)(=O)C1 (stereo not drawn)
    -1%, 15%, 0.5%, -12%, 1%, 3%, -19%, -16%[56.9 µM], 4%
> C=C1C2(C(=O)Nc3nccs3)CCC(C2)C1(C)C (stereo not drawn)
    5%, -11%, -0.3%, 0%, 0%, -8%, -4%, -11%, 17%
> CC(C)(C)C(=O)NC(=S)Nc1ccccc1C(=O)Nc1ccccc1
    -5%, -10%, 1.7%, -10%, 0%, 4%, -11%, -35%, 3%
> O=C(CSc1nnc(-c2ccccc2)n1-c1ccc(Cl)cc1)N/N=C/c1ccccc1C(=O)O
    2%, 4%, -5.6%, 3%, -5%, -3%, -23%, 17%[11.4 µM], -3%
> COC(=O)N1c2ccccc2C=Cc2ccccc21
    -7%, 11%[57.1 µM], -0.5%, -3%, ?, 8%[57.1 µM], -16%, -27%, 12%
> Cc1ccc(CS(=O)Cc2ccc(C(=O)NCc3ccccc3)o2)cc1 (stereo not drawn)
    1%, 7%, 1.1%, 38%[activator], -1%, 1%, -21%, 4%, -5%
> Cc1ccc(Nc2nc(Nc3ccc(Cl)cc3)nc(N3CCOCC3)n2)cc1
    ·, 25%[0.0914 µM], ·, ·, 1%, 2%, ·, -14%, ·
> O=c1[nH]c2cc(Cl)ccc2n1-c1ccccc1
    0%, -1%, 1.9%, 0%, -2%, 3%, -13%, -1%, 8%
> Cc1ccc(C)c(C(C)NC(=O)c2ccc(Br)o2)c1 (stereo not drawn)
    5%, -44%, -0.6%, -2%, 0%, 3%[57.1 µM], 3%, -13%, -6%
> O=C(OCc1cn([C@@H]2CN(CC3CCCCC3)[C@@H](c3ccc(Cl)cc3)C[C@H]2O)nn1)c1ccccc1
    -9%, ·, ·, ?, -4%, ·, -20%, ·, 11%
> COc1ccc(C(=O)Nc2ccnn2C2CCN(Cc3cnn(C)c3)CC2)cc1
    4%, 1%[57.1 µM], 0.2%, -7%, -1%, 5%[57.1 µM], -2%, -10%[56.9 µM], -5%
> CCOc1ccc(S(=O)(=O)N2CCC(C(=O)Nc3cc(S(C)(=O)=O)ccc3Cl)CC2)cc1
    -3%, 21%, 0.4%, 370%[activator], 1%, 3%, -21%, 3%, 16%

Single records, as listed above.
`CC(C)(C)C(=O)NC(=S)Nc1ccccc1C(=O)Nc1ccccc1` is entered as Vif-A3F inh: -5%; rTrxR1 inhibitor: -10%; RXFP1 ag: 1.7%; 12-LOX inh: -10%; Vif-APOBEC3G blk: 0%; TrxR1 substrate: 4%; USP1 inh: -11%; RGS4 inh: -35%; IDH1 R132H inh: 3%
`Cc1ccc(/C=C/C(=O)c2nc3ccccc3[nH]2)cc1` is entered as Vif-A3F inh: -12%; rTrxR1 inhibitor: -14%; RXFP1 ag: 1.5%; 12-LOX inh: 0%; Vif-APOBEC3G blk: ?; TrxR1 substrate: -7%; USP1 inh: -9%; RGS4 inh: -13%; IDH1 R132H inh: 3%

Next records:
Results follow in this order: Vif-A3F inh, rTrxR1 inhibitor, RXFP1 ag, 12-LOX inh, Vif-APOBEC3G blk, TrxR1 substrate, USP1 inh, RGS4 inh, IDH1 R132H inh
> CC(CN1C(C)CCCC1C)OC(=O)c1ccc(F)cc1 (stereo not drawn)
    14%, 8%[57.1 µM], -0.3%, 0%, 0%, 8%[57.1 µM], 1%, 7%, 7%
> O=S(=O)(c1ccsc1)N1CC=C(c2ccccc2)CC1
    -1%, 10%, 1.6%, 445%[activator], -5%, 0%, -10%, 23%, -7%
> COc1ccc(NC(=O)c2cnc3ccccn3c2=O)c(OC)c1
    5%, 6%, ·, -23%, 0%, -2%, -24%, -18%, 14%
> COc1ccc(S(=O)(=O)N2CCC(C(=O)NCCC(=O)NCc3cccc(OC)c3)CC2)cc1
    0%, -11%, 2.0%, 0%, -5%, -4%, -16%, 33%, -8%
> Cc1ccc(S(=O)(=O)Oc2ccc(/C=C3/N=C(c4ccccc4)OC3=O)cc2)cc1
    8%, -19%, -0.2%, ?, 0%, -5%, -18%, -26%, 7%
> O=C(OCc1ccccc1)N1CCC2CC1c1c(-c3ccc(C(F)(F)F)cc3)cccc12 (stereo not drawn)
    -9%, 23%, ·, 0%, 2%, 4%, ?, -26%, 17%
> COc1cccc(NC(=O)NCc2ccc3c(c2)CCN3C(=O)c2ccccc2)c1
    4%, 13%[57.1 µM], -0.3%, -26%, 0%, -6%[57.1 µM], -8%, -4%, -22%
> Cc1ccc(NS(=O)(=O)c2cn(C)c(C)n2)c(Br)c1
    -2%, 12%[57.1 µM], 0.7%, -24%, -1%, -3%[57.1 µM], -23%, -13%, -14%
> CN(CCOc1ccccc1)C(=O)c1cc([N+](=O)[O-])ccc1N1CCOCC1
    -29%, -9%, 2.7%, -6%, -3%, -7%, -2%, -26%, 3%
> Cc1sc2nc(C)n(/N=C/N(C)C)c(=O)c2c1C
    2%, 7%, 1.6%, 0%, 0%, -2%, -7%, -6%, 14%
> O=C(Cn1ncc2c3ccccc3n(Cc3ccccc3)c2c1=O)N1CCCCCC1
    -3%, 24%, 2.7%, -13%, -1%, 8%, -24%, -4%, -2%
> Clc1cccc(-n2ncc3c(NC4CCCCC4)ncnc32)c1
    -8%, 3%[57.1 µM], 8.6%, -4%&-15%, -3%, 0%[57.1 µM], -25%, -14%, 22%
> Cc1ccc(-n2nc(CO)c(C(=O)NC(C)c3ccccc3)n2)cc1C (stereo not drawn)
    0%, 4%, -0.3%, -6%, 2%, 10%, 21%, 17%, -4%
> CCOC(=O)[C@@H]1[C@H]2COc3ccccc3[C@H]2N2C(=O)N(c3ccc(OC)cc3)C(=O)[C@]12C
    -2%, 7%, -1.0%, 15%, 0%, 5%, -26%, -1%, 6%
> Cc1cc2n(n1)C(c1c[nH]c3ccccc13)Nc1ccccc1-2 (stereo not drawn)
    -28%, -9%, 2.6%, ·, -29%, 28%, -22%, -12%, 6%
> COc1ccc(C)cc1NC(=O)C1CCN(S(=O)(=O)c2c(C)noc2C)CC1
    -13%, 20%, -0.3%, 29%, -12%, 8%, -27%, 3%, -8%
> Cc1ccc(Cl)cc1N1CCN(c2ncnc3c2nc2n3CCCC2)CC1
    4%, 8%, 5.0%, 0%, 7%, -8%, -17%, -21%, -1%
> COc1ccc(N(CC(=O)NC2CCCCC2C)S(=O)(=O)c2c(C)nn(C)c2C)cc1 (stereo not drawn)
    2%, 7%[57.1 µM], 2.2%, 3%, -3%, 2%[57.1 µM], -8%, -10%, 8%
> Cc1ccc2c(c1)N(CC(=O)NC(C)CCc1ccccc1)C(=O)c1cccnc1O2 (stereo not drawn)
    7%, 6%[57.1 µM], 0.2%, 290%[activator], 0%, 8%[57.1 µM], -2%, -12%, 6%
> c1nc(NC2CCCCC2)c2[nH]cnc2n1
    -3%, -10%&35%, 1.1%, -3%, 1%&-2%, -4%&9%, -14%, 13%, 5%
> COc1ccc(S(=O)(=O)N2CC=C(C(=O)NC3CCCC3)CC2)cc1
    1%, -2%, -0.3%, -15%, -5%, -4%, -14%, -3%[56.9 µM], -6%
> COc1cc2c(cc1OC)C(COc1ccc3c(C)cc(=O)oc3c1)N(C(=O)c1ccc(Cl)cc1)CC2 (stereo not drawn)
    -9%, 3%, 1.2%, ?, -4%, 32%[activator], ?, 6%, -4%
> COc1ccc(Cc2nnc(NC(=O)c3c(-c4ccccc4)noc3C)s2)cc1
    -8%, 22%, 0.2%, 32%, -29%, 7%, -24%, -24%, 4%
> COc1ccc(C)cc1NC(=O)Nc1cccc(OCc2cc(=O)n3ccc(C)cc3n2)c1
    0%, 7%[57.1 µM], 11%, -23%, -8%, 4%[57.1 µM], -11%, -18%, -1%
> CCCOc1ccc2oc(=O)c3c(c2c1)CCCN3C(=O)CN1CCN(c2ncccn2)CC1
    -3%, -1%[57.1 µM], 0.0%, 0%, 4%, 7%, -13%, -24%[11.4 µM], 3%
> CCN1C(=O)[C@@H]2[C@@H](c3ccc(-c4ccc(F)cc4)c(OC)c3)N3CCCC[C@@]3(C(=O)OC)[C@@H]2C1=O
    ?, -33%[57.1 µM], 0.9%, 0%, -18%, -2%[57.1 µM], -29%, 0%, -14%
> CCOC(=O)CNC(=S)N(Cc1ccco1)Cc1ccccc1Cl
    -10%, -18%, 0.0%, -3%, -1%, 2%, -27%, -37%, 0%
> COc1ccc(N2CCN(C(=O)c3ccc(-c4ccccc4)cc3)CC2)cc1
    -3%, 15%, 0.2%, ·, -4%, 4%, -20%, -35%, 0%
> CCCCn1nnc(NC(=O)CCC)n1
    -7%, 28%, -1.2%, 24%, -3%, 7%, 4%, -1%, 4%

Compound activity deposited in PubChem BioAssay by National Center for Advancing Translational Sciences (NCATS).

These rows are one share of the data. The share of hits here may be higher or lower than overall.
